Compound activity deposited in PubChem BioAssay by several laboratories.
Lipid droplet – hepatic lipid droplet formation modulation | inhibition, % at 6.5 µM | 0.4% of 240,000 active | AID 1656 | AML12 mouse hepatocytes, oleate lipid droplets, BODIPY imaging;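 active means lipid droplet intensity inhibited by at least 50%, with more than 500 cells counted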
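System: AML12 hepatocytes (mouse). Probe or stimulus: oleic acid at 100 µM to induce lipid droplet formation. Times: overnight treatment with compound plus oleate. Detection: Image-based BODIPY and DAPI two-channel analysis. Evaluation: percent inhibition of filter-corrected integrated lipid droplet intensity per well.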
MT stabilizer – microtubule stabilizers in HeLa cells; HeLa tubulin immunostaining HCS, 24 h; share of cells brighter than vehicle mean+2SD; % tubulin-high responders, % at 10 µM; 0.83% of 200,000 active; AID 2205;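 active means plate Z-score above 3 for both tubulin-high and condensed-nucleus cell shares, with cell loss under 80%, at 10 µM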;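 further: anti alpha tubulin signal scored within the nucleus-defined area of each cell; some results filed as inactive read as strong as hits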
P. falciparum M17LAP – P. falciparum M17LAP inhibitors, primary screen, biochemical, fluorogenic H-Leu-NHMec substrate, 1536-well (AID 1619) | recombinant M17LAP, H-Leu-NHMec fluorogenic kinetic assay; higher % means a stronger effect | inhibition, % at 30 µM, or IC50 in µM where a hit was titrated | 0.38% of 220,000 active;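 active means compound inhibiting the enzyme by more than half at any dose during confirmatory dose-response retesting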;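 further: plate controls were full reaction with DMSO carrier for no effect and no enzyme background for full effect; strong numbers were not always called active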
Ins promoter up – MIN6 insulin promoter up-regulation | MIN6 insulin promoter-GFP reporter, high-content imaging; hits give high values | z-score at 5 µM | 0.3% of 190,000 active;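 active means z-score above 3 at 5 µM with at least 500 cells counted in the well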
Yfh1-depleted yeast – mitochondrial function rescue without frataxin homolog – Friedreich's ataxia, plus single-dose screen, dose response (AID 1465); S. cerevisiae Yfh1-off respiration, WST-1 reduction, 72 h; higher fold induction means a stronger effect; fold induction at 50 µM; hits with a dose series show EC50 in µM; 0.074% of 220,000 active;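 active means fold induction of absorbance versus untreated yeast above a set limit, then at least 30% activation at any dose in follow-up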;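 further: activators that raise dye reduction in frataxin-depleted yeast; strong numbers were not always called active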
M1AAP inhibition – malaria alanyl aminopeptidase activity blockers – biochemical, fluorogenic H-Leu-NHMec substrate, 1536-well (AID 1445). inhibition, % at 30 µM; hits with a dose series show IC50 in µM. 0.42% of 220,000 active. recombinant M1AAP, H-Leu-NHMec fluorogenic kinetic assay; higher % means a stronger effect;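 active means primary inhibition above the hit cutoff, then over 50% inhibition at one or more dose response concentrations, cut at about 23% in these data, passing the limit was not always enough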;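 further: plate controls were DMSO full reaction for no effect and no enzyme background for full effect; strong numbers were not always called active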
Dynein transport – blocks dynein driven cargo transport along microtubules | 3617.4 mouse cells, GR-EGFP nuclear translocation imaging; test concentration mostly 20 µM; stimulated with dexamethasone, 1 µM; hits give low values | z-score, hits read low | 0.47% of 220,000 active;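 active means plate z-score of nuclear minus cytoplasmic receptor signal below a set negative limit, without overly bright fluorescence or cell loss, cut at about -3.5 in these data, passing the limit was not always enough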;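 further: z-score of nuclear minus cytoplasmic ring GR-EGFP intensity difference per well; some compounds called inactive have numbers as strong as hits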
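Also added: dexamethasone, 1.0 µM final. Medium: tet-free, stripped-serum medium. Detection: fixed, Hoechst-stained cells imaged at 10x for EGFP. Read-out: nuclear-to-cytoplasmic GR-EGFP distribution per well. Times: induction 48 h, compound 1 h, agonist 30 min.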
CSM14.1 death rescue – rescue of cells from ER stress-induced death, primary screen, 384-well, CSM14.1, thapsigargin, ATP luminescence (AID 1222) | CSM14.1 thapsigargin-induced death rescue, ATP luminescence; higher % means a stronger effect | one-dose cellular ATP content (survival), % at 20 µM; EC50 in µM for titrated hits | 190,000 tested, under 10 active;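 active means EC50 below 50 µM in the dose-response confirmation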;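 further: death triggered by thapsigargin at about 15 µM added after 2 h compound pretreatment; cell ATP read after overnight thapsigargin exposure of roughly 18 to 22 hours; normalized against plate controls of thapsigargin alone and 5% DMSO vehicle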
Autophagy mod – alters autophagy in cells; 0.98% of 190,000 active; calls only at 10 µM (by protocol); MEF GFP-LC3 puncta imaging; test concentration mostly 10 µM; AID 463193;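 active means percentage of spot-positive cells more than 3 SD above its plate mean, without a fluorescence outlier flag or 80% toxicity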;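 further: spot-positive cell cutoff set from DMSO-treated cells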
Dynein transport cytoplasmic EGFP – recorded beside Dynein transport, whose call it bears; z-score; measured here: cytoplasmic GR-EGFP intensity; hits give high values
Dynein transport nuclear GR-EGFP – further read-out of Dynein transport, marked with its call; z-score; measured here: nuclear GR-EGFP intensity;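 lower value marks the stronger effect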
Dynein transport cell count – second read-out of Dynein transport, no call of its own (marks repeat the call); z-score; measured here: cell count per field
Ins promoter up cell count – recorded beside Ins promoter up, whose call it bears; cell count; measured here: cytotoxicity, nuclei count;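 total cells summed across four imaged fields per well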
Lipid droplet cells 6.5 µM – recorded beside Lipid droplet, whose call it bears; cell count; measured here: cell count, cytotoxicity flag;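 cells counted across two imaged fields per well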
MT stabilizer Hoechst-high % – further read-out of MT stabilizer, marked with its call; % Hoechst-high responders; measured here: nuclear condensation Hoechst responders;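 share of cells brighter than vehicle mean plus two SD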
MT stabilizer cytotoxicity % – further read-out of MT stabilizer, marked with its call; toxicity, %; measured here: cytotoxicity by cell density;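 0% = mean cell density of plate MIN control wells and 100% = no cells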
Autophagy mod cell loss 18 h – also measured in Autophagy mod; calls as there; toxicity, %; measured here: cell loss, nuclei count;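 cell loss after 18 h compound exposure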
An asterisk follows results filed as active.

`CCn1c(C)nc2cc(C(=O)NNC(=O)Nc3ccc(Cl)cc3)ccc21` gave Lipid droplet 6, MT stabilizer 1.7, P. falciparum M17LAP -5%, Ins promoter up -0.32, Yfh1-depleted yeast inactive, M1AAP inhibition -1%, Dynein transport -0.26, CSM14.1 death rescue -0.5%, Autophagy mod inactive, Dynein transport cytoplasmic EGFP 0.32, Dynein transport nuclear GR-EGFP 0.15, Dynein transport cell count 0.98, Ins promoter up cell count 1407, Lipid droplet cells 6.5 µM 713, MT stabilizer Hoechst-high % 1.6, MT stabilizer cytotoxicity % 4.7 and Autophagy mod cell loss 18 h 20.
For COc1ccc(NS(=O)(=O)c2ccc(NC(=O)c3ccc(N(C)S(C)(=O)=O)cc3)cc2)cc1 the results were Lipid droplet 6, MT stabilizer 3.7, P. falciparum M17LAP -6%, Ins promoter up -0.09, Yfh1-depleted yeast inactive, M1AAP inhibition 3%, Dynein transport 1.1, CSM14.1 death rescue 2.4%, Autophagy mod inactive, Dynein transport cytoplasmic EGFP -0.13, Dynein transport nuclear GR-EGFP 0.85, Dynein transport cell count -1.1, Ins promoter up cell count 1466, Lipid droplet cells 6.5 µM 680, MT stabilizer Hoechst-high % 2.8, MT stabilizer cytotoxicity % 5.0 and Autophagy mod cell loss 18 h -6.
Screening CC(C)CC(=O)c1c[nH]c(C(=O)NCCc2ccccn2)c1 returned Lipid droplet 3, MT stabilizer 1.6, P. falciparum M17LAP 8%, Ins promoter up -3.6, Yfh1-depleted yeast inactive, M1AAP inhibition 12%, CSM14.1 death rescue -2.9%, Autophagy mod inactive, Ins promoter up cell count 620, Lipid droplet cells 6.5 µM 656, MT stabilizer Hoechst-high % 1.6, MT stabilizer cytotoxicity % 5.7 and Autophagy mod cell loss 18 h 5.
For Cc1c(NC(=O)COC(=O)c2ccc(F)c(S(=O)(=O)N3CCOCC3)c2)c(=O)n(-c2ccccc2)n1C the results were Lipid droplet -7, MT stabilizer 6.6, P. falciparum M17LAP 2%, Ins promoter up -0.12, Yfh1-depleted yeast inactive, M1AAP inhibition -5%, Dynein transport 0.019, CSM14.1 death rescue -1.0%, Autophagy mod inactive, Dynein transport cytoplasmic EGFP -0.35, Dynein transport nuclear GR-EGFP 0.46, Dynein transport cell count -0.22, Ins promoter up cell count 1240, Lipid droplet cells 6.5 µM 720, MT stabilizer Hoechst-high % 2.5, MT stabilizer cytotoxicity % 6.4 and Autophagy mod cell loss 18 h 45.
For COc1ccc(CC(=O)Nc2nnc(SCC(=O)NCc3ccco3)s2)cc1OC the results were Lipid droplet -9, MT stabilizer 1.3, P. falciparum M17LAP -9%, Ins promoter up 0.2, Yfh1-depleted yeast inactive, M1AAP inhibition 4%, Dynein transport -0.54, CSM14.1 death rescue 1.8%, Autophagy mod inactive, Dynein transport cytoplasmic EGFP -0.32, Dynein transport nuclear GR-EGFP -0.12, Dynein transport cell count 1.1, Ins promoter up cell count 1625, Lipid droplet cells 6.5 µM 655, MT stabilizer Hoechst-high % 1.2, MT stabilizer cytotoxicity % 8.2 and Autophagy mod cell loss 18 h -4.
`S=C1NCN(Cc2ccco2)CN1CCc1ccccc1` gave Lipid droplet -18, P. falciparum M17LAP -6%, Yfh1-depleted yeast inactive, M1AAP inhibition 0%, Dynein transport -0.36, Dynein transport cytoplasmic EGFP -0.24, Dynein transport nuclear GR-EGFP -0.34, Dynein transport cell count 0.92 and Lipid droplet cells 6.5 µM 741.
`COc1ccc(O)c(C2NC(CC(C)C)(C(=O)O)C3C(=O)N(Cc4ccccc4)C(=O)C23)c1` (centres undefined) gave Lipid droplet 12, MT stabilizer 4.2, P. falciparum M17LAP 7%, Ins promoter up 0.19, Yfh1-depleted yeast inactive, M1AAP inhibition 13%, Dynein transport -0.96, Autophagy mod inactive, Dynein transport cytoplasmic EGFP -0.2, Dynein transport nuclear GR-EGFP -0.044, Dynein transport cell count 0.51, Ins promoter up cell count 1296, Lipid droplet cells 6.5 µM 715, MT stabilizer Hoechst-high % 2.0, MT stabilizer cytotoxicity % 8.0 and Autophagy mod cell loss 18 h -4.
COc1ccccc1/C=N/NC(=O)c1cccc(NC(=O)c2ccccc2Cl)c1 was read as Lipid droplet 0, MT stabilizer 6.2, P. falciparum M17LAP 4%, Ins promoter up 0.5, Yfh1-depleted yeast inactive, M1AAP inhibition 6%, Dynein transport 0.0091, CSM14.1 death rescue 0.2%, Autophagy mod inactive, Dynein transport cytoplasmic EGFP -0.23, Dynein transport nuclear GR-EGFP 0.37, Dynein transport cell count -0.24, Ins promoter up cell count 1606, Lipid droplet cells 6.5 µM 644, MT stabilizer Hoechst-high % 1.2, MT stabilizer cytotoxicity % 4.6 and Autophagy mod cell loss 18 h 19.
For O=C(NCc1cccs1)c1cccc(S(=O)(=O)N2CCCCC2)c1 the results were Lipid droplet 3, MT stabilizer 2.7, P. falciparum M17LAP 9%, Ins promoter up -0.06, Yfh1-depleted yeast inactive, M1AAP inhibition 0%, Dynein transport -1.2, CSM14.1 death rescue -0.3%, Autophagy mod inactive, Dynein transport cytoplasmic EGFP -0.19, Dynein transport nuclear GR-EGFP -0.31, Dynein transport cell count 0.7, Ins promoter up cell count 731, Lipid droplet cells 6.5 µM 787, MT stabilizer Hoechst-high % 1.8, MT stabilizer cytotoxicity % 4.8 and Autophagy mod cell loss 18 h -43.
O=C(Nc1ccccc1F)c1ccc(CSc2ccccc2)o1 was read as Lipid droplet 4, MT stabilizer 5.4, P. falciparum M17LAP 10%, Ins promoter up -0.34, Yfh1-depleted yeast inactive, M1AAP inhibition 2%, Dynein transport -0.7, CSM14.1 death rescue 0.6%, Autophagy mod inactive, Dynein transport cytoplasmic EGFP -0.11, Dynein transport nuclear GR-EGFP -0.31, Dynein transport cell count 1.7, Ins promoter up cell count 1350, Lipid droplet cells 6.5 µM 616, MT stabilizer Hoechst-high % 1.7, MT stabilizer cytotoxicity % 4.6 and Autophagy mod cell loss 18 h 40.
For Cc1cc(OCc2nc(-c3cccs3)no2)cc(C)c1Cl the results were MT stabilizer 2.9, P. falciparum M17LAP 12%, Ins promoter up 1.2, Yfh1-depleted yeast inactive, M1AAP inhibition 0%, Dynein transport 0.87, CSM14.1 death rescue 2.9%, Autophagy mod inactive, Dynein transport cytoplasmic EGFP -0.056, Dynein transport nuclear GR-EGFP 0.6, Dynein transport cell count -0.07, Ins promoter up cell count 735, MT stabilizer Hoechst-high % 2.5, MT stabilizer cytotoxicity % 12 and Autophagy mod cell loss 18 h 10.
For Cc1ccc(NC(=O)CSC2=C(C#N)C(c3ccc4c(c3)OCO4)CC(=O)N2)cc1C (centres undefined) the results were Lipid droplet -12, MT stabilizer 3.4, P. falciparum M17LAP -5%, Ins promoter up 0.39, Yfh1-depleted yeast inactive, M1AAP inhibition 2%, Dynein transport 0.15, CSM14.1 death rescue -1.4%, Autophagy mod inactive, Dynein transport cytoplasmic EGFP -0.19, Dynein transport nuclear GR-EGFP 0.33, Dynein transport cell count 0.58, Ins promoter up cell count 1334, Lipid droplet cells 6.5 µM 757, MT stabilizer Hoechst-high % 4.0, MT stabilizer cytotoxicity % 9.7 and Autophagy mod cell loss 18 h -9.
Screening COCc1cc(C)[nH]c(=O)c1C(=O)NC12CC3CC(CC(C3)C1)C2 returned Lipid droplet 7, MT stabilizer 1.5, P. falciparum M17LAP 9%, Ins promoter up 0.53, Yfh1-depleted yeast inactive, M1AAP inhibition -1%, Dynein transport -0.94, CSM14.1 death rescue 0.4%, Autophagy mod inactive, Dynein transport cytoplasmic EGFP 0.014, Dynein transport nuclear GR-EGFP -0.55, Dynein transport cell count -0.16, Ins promoter up cell count 1512, Lipid droplet cells 6.5 µM 723, MT stabilizer Hoechst-high % 1.2, MT stabilizer cytotoxicity % 8.6 and Autophagy mod cell loss 18 h 5.
For CCS(=O)(=O)NCC(c1ccco1)N1CCN(c2ccccc2)CC1 (centres undefined) the results were Lipid droplet -4, MT stabilizer 4.7, P. falciparum M17LAP -11%, Ins promoter up 0.5, Yfh1-depleted yeast inactive, M1AAP inhibition -2%, Dynein transport -0.59, CSM14.1 death rescue -1.6%, Autophagy mod inactive, Dynein transport cytoplasmic EGFP -0.29, Dynein transport nuclear GR-EGFP -0.45, Dynein transport cell count 0.38, Ins promoter up cell count 1431, Lipid droplet cells 6.5 µM 571, MT stabilizer Hoechst-high % 3.7, MT stabilizer cytotoxicity % 11 and Autophagy mod cell loss 18 h -2.
O=c1c2cc(N3CCOCC3)ccc2[nH]c(=S)n1Cc1ccccc1Cl was read as Lipid droplet -22, MT stabilizer 4.0, P. falciparum M17LAP -3%, Yfh1-depleted yeast inactive, M1AAP inhibition 3%, Dynein transport -0.82, CSM14.1 death rescue -2.1%, Autophagy mod inactive, Dynein transport cytoplasmic EGFP -0.26, Dynein transport nuclear GR-EGFP -0.38, Dynein transport cell count 0.74, Lipid droplet cells 6.5 µM 734, MT stabilizer Hoechst-high % 1.7, MT stabilizer cytotoxicity % 6.2 and Autophagy mod cell loss 18 h 12.
